# Screening results as filed in PubChem.
# SRC2 TRFRET art: counter-screen for PPARgamma SRC-2 recruitment agonists: TR-FRET artefact; stronger effect = higher value; TR-FRET ratio at 8 µM; 0.4% of 200,000 active; AID 1049; in the data active = TR-FRET ratio above about 2000; also: inactives centre near 1500; reference of the scale not given here
# Lmaj promast: inhibitors of Leishmania major promastigote growth; Leishmania major promastigotes, resazurin fluorescence viability; inhibition, % at 10 µM; 9% of 200,000 active; in the data active = inhibition above about 50%;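 also: promastigotes grown with compound for 44 hours at 28 °C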
# S1P3 antagonist: blocks the human S1P3 receptor. CHO S1P3 NFAT-BLA reporter, FRET fluorescence, antagonist mode. inhibition, % at 4.98 µM. 0.27% of 170,000 active. AID 485;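 active = inhibition above the plate cutoff, the mean inhibition of test wells on that plate plus 3 SD, cut at about 28% in these data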;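 also: cells challenged with S1P at its EC80 of 0.8 µM; blue over green emission ratio from cleaved BLA substrate after 4 h stimulation; 0% = S1P-stimulated wells and 100% = unstimulated DMSO-only wells; some compounds past the cut are filed as inactive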
# Target sequence (Q99500 whole entry, looked up): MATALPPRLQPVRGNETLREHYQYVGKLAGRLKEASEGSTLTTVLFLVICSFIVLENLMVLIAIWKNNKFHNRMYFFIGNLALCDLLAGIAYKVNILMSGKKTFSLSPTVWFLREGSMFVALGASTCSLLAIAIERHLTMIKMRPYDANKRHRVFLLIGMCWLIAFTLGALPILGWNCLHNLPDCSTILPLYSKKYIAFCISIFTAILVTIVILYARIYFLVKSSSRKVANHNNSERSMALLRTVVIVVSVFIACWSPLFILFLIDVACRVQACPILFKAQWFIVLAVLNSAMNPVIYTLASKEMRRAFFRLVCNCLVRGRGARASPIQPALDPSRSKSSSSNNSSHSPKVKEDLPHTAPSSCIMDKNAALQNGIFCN
# PPARg SRC3 recr: promotes SRC-3 coactivator recruitment by human PPARgamma; activation, % at 8 µM; 0.26% of 200,000 active; P37231; biochemical PPARgamma/SRC-3 coactivator recruitment assay; AID 731; in the data active = activation above about 23%;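 also: 0% = DMSO and 100% = reference agonist; some compounds past the cut are filed as inactive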
# DTT redox prof: compounds producing H2O2 with reducing agent – biochemical, NIH compound library profiling, artefact control for MLSCN library redox annotation, primary screen. 0.03% of 200,000 active. activation, % at 10 µM. AID 878. DTT-dependent redox cycling H2O2, phenol red/HRP absorbance; 100% = 100 µM peroxide control, 0% = buffer;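 active = activation of at least 50% relative to the plate's high and low controls in the primary single-dose screen; inactive = activation below 50%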;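 also: compound incubated with DTT at 0.8 mM final as the reducing agent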
# bIAP act: increases bovine intestinal alkaline phosphatase activity. purified bovine IAP, CDP-star luminescence, 30 min; stronger effect = higher value; fold of DMSO-control signal, blank-subtracted. activation factor at 20 µM. 0.17% of 200,000 active. AID 1016;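 active = activation factor of 2 or more at 20 µM, a signal rise over negative controls twice the positive control's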
# PPARg SRC2 recr: promotes SRC-2 coactivator recruitment by human PPARgamma; PPARgamma LBD-SRC-2 recruitment, biochemical; 0.34% of 200,000 active; AID 1032; activation, % at 8 µM; in the data active = activation above about 22%;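 also: 0% = vehicle and 100% = reference agonist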
# bIAP inh: blocks bovine intestinal alkaline phosphatase activity; AID 1019; purified bovine IAP, CDP-star luminescence, 30 min; 190,000 tested, under 10 active; inhibition, % at 20 µM;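 active = over 50% inhibition of intestinal alkaline phosphatase at 20 µM in the single-dose screen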
#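 System: Purified bovine intestinal alkaline phosphatase (IAP) enzyme | Input: IAP diluted 1/65,000,000 in the well | Also added: CDP-star chemiluminescent phosphatase substrate, 30 µM final | Dosing: 20 µM single dose | Times: Enzyme reaction for 30 min at room temperature | Detection: Luminescence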
# PPARg SRC-1 ag: agonists of human PPARgamma SRC-1 coactivator recruitment. PPARgamma-SRC-1 coactivator recruitment biochemical assay. 0.41% of 200,000 active. activation, % at 8 µM. P37231. AID 631; in the data active = activation above about 19%;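 also: 0% = DMSO and 100% = reference agonist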
# TLR4-MyD88 BLA: inhibitors of human TLR4-MyD88 binding. inhibition, % at 8.4 µM. HeLa CL3-4 TLR4/MyD88 BLA complementation, FRET ratio. AID 861. 0.18% of 200,000 active; in the data active = inhibition above about 25%;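 also: 0% = vehicle and 100% = reference inhibitor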
# ROMK mod: modulates human ROMK potassium channel activity. AID 1918. Tet-inducible ROMK, thallium flux fluorescence; actives lie on both sides. 2% of 130,000 active. B-score at 10 µM. P48048;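 active = signal ratio slope over the read window, or its plate-corrected B-score, at least 3 SD from the plate mean, either direction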;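 also: B-score of the F/F0 ratio slope over 7 to 12 s after thallium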
# Target sequence (P48048 whole entry, looked up): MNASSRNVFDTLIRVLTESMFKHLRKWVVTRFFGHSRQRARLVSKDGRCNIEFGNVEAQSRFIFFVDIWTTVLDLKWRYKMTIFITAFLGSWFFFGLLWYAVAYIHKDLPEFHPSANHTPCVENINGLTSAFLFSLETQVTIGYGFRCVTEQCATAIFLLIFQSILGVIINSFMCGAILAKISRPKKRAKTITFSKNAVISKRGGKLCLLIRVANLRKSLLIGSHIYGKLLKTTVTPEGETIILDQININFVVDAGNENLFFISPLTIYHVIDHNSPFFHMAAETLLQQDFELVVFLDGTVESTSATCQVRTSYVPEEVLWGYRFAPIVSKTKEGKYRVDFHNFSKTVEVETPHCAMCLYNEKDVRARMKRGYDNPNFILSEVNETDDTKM
# * hit, by the source's call; . = not tested or not shown. No enrichment for hits; 11% or so of the library scored in one or more.
# Fields: PPARg SRC-1 ag	PPARg SRC3 recr	bIAP act	SRC2 TRFRET art	ROMK mod	S1P3 antagonist	TLR4-MyD88 BLA	DTT redox prof	Lmaj promast	bIAP inh	PPARg SRC2 recr
O=C(Nc1ccc(Cl)cn1)c1ccccc1[N+](=O)[O-]
→ -7	4	0.9	1501	0.79	-6	8	0.0	-3	6	10
CCC1(C)C(Nc2c(C)cccc2C)=NC(=S)N1c1ccc(NC(C)=O)cc1 (stereo not given)
→ -10	-1	0.7	1579	.	3	14	0.4	-7	29	-6
Cc1ccc(N(C(C)C(=O)Nc2c(C)n(C)n(-c3ccccc3)c2=O)S(C)(=O)=O)cc1C (stereo not given)
→ 6	3	0.9	1713	1.2	2	-11	-1.5	-2	9	3
O=C(O)c1cccc(Oc2ccc([N+](=O)[O-])cc2)c1
→ 10	0	1.2	1746	0.62	-2	-16	-0.1	59*	-23	4
Cc1ccc(S(=O)(=O)N2CCCN(S(=O)(=O)c3ccc(C(F)(F)F)cc3)CC2)cc1
→ -1	-4	1	1542	-0.068	8	0	2.8	-3	0	-3
O=C(c1cccc(Cl)c1)N1CCN(Cc2ccccc2F)CC1
→ 0	1	1	1527	-0.1	-18	12	1.9	5	-1	-2
CCOC(=O)C(=O)Nc1cccc(C(=O)OCC)c1
→ 9	2	0.8	1511	0.76	-5	8	0.2	50	18	-8
CC(C)CCNC(=O)[C@@H](NC(=O)c1c(F)cccc1F)C(C)C
→ 0	-3	0.9	1656	-1.3	.	4	0.3	-2	6	7
CCN(C(=O)CSc1nc2cc(Cl)ccc2c(=O)n1Cc1ccco1)C1CCS(=O)(=O)C1 (stereo not given)
→ -4	4	1.2	1693	-1.3	2	1	-1.8	20	-19	11
FC(F)(F)c1cccc(Cn2nnnc2-c2ccc(Cl)cc2)c1
→ 3	8	0.5	1518	.	.	-11	-0.9	19	46	5
CCn1cc(CN2CCc3c([nH]c4ccccc34)C2c2ccc(F)c(OC)c2)c(C)n1 (stereo not given)
→ -5	-3	1	1604	-0.2	7	-17	-0.1	42	-3	1
O=C1CC(c2ccccc2)SC(N(c2ccccc2)c2ccccc2)=N1 (stereo not given)
→ -5	-5	0.8	1504	.	-1	-4	0.4	29	19	0
CCc1ccc2[nH]c(=O)c(CN(CCCN3CCOCC3)C(=O)Nc3ccccc3)cc2c1
→ 0	-15	0.9	1537	-1	-16	-5	1.4	21	10	-3
CCCCN(C)C(=O)c1nc2ccccn2c1CN1CCN(C(=O)c2cccs2)CC1
→ 2	4	1	1497	0.38	-20	5	-1.1	4	-2	3
CN(CCCNC(=O)C1CCN(S(=O)(=O)c2cccc3nsnc23)CC1)Cc1ccccc1
→ 10	4	0.9	1593	.	-16	-16	0.5	22	10	1
O=C(C[n+]1ccccc1)N/N=C/c1ccccc1[N+](=O)[O-]
→ -2	-1	1	1720	0.016	-1	7	-1.9	1	1	-1
CCCCn1c(/N=C/c2c[nH]c3ccccc23)nc2ccccc21
→ -1	-6	0.8	1644	.	.	1	1.2	27	20	3
COc1ccccc1Oc1ccccc1C(=O)O
→ 8	11	0.9	1563	.	.	-4	1.4	-1	12	8
O=C(NCc1ccc2c(c1)OCO2)c1ccc(NC(=O)C2CCCO2)cc1 (stereo not given)
→ 4	4	0.9	1633	.	.	-29	-2.6	-7	10	1
COCCN1C(=O)C(=O)/C(=C(/O)c2cccc(OC)c2)C1c1ccc(C)o1 (stereo not given)
→ 1	0	1.3	1535	.	.	-7	1.3	-6	-30	6
Cc1ccc(CNC(=O)C2CC(c3ccccc3[N+](=O)[O-])=NO2)cc1 (stereo not given)
→ 2	-1	0.9	1683	.	.	-2	1.7	-2	7	3
CCn1nc(C(=O)NNC(=O)COc2ccccc2C)c2ccccc2c1=O
→ -6	1	0.9	1452	.	5	10	0.5	-4	13	-8
CC1CN(CCCCN2C(=O)c3ccccc3C2=O)CC(C)O1 (stereo not given)
→ -1	-7	1	1704	0.082	-6	3	-0.1	-8	-1	-3
Cc1cc(C)cc(C(=O)NC(=S)Nc2ccc(Cc3ccncc3)cc2)c1
→ 1	0	0.7	1719	-0.28	-2	-11	0.0	11	33	2
O=c1[nH]nc(Cc2ccccc2)c2ccccc12
→ 5	-11	0.8	1405	-1.2	.	8	0.1	-5	22	4
O=C(COC(=O)c1cccs1)c1ccccc1
→ 3	0	0.9	1333	.	14	-14	0.8	-5	14	4
O=C(C1=C[C@@H]2[C@H]3C(=O)N(c4ccccc4)C(=O)[C@H]3[C@@H](C(=O)c3ccc(Cl)cc3)N2C=C1)c1ccccc1
→ 2	1	0.9	1410	.	-1	-6	0.6	-4	6	-1
CCN1CCN(CCNC(=O)Nc2ccc([N+](=O)[O-])cc2)CC1
→ 6	-1	1.1	1480	-0.13	-10	-3	0.4	0	-6	2
Cc1[nH]c2ccccc2c1SCC(=O)N1CCCCC1
→ 2	-2	1	1435	-1.5	-2	8	-0.8	-2	3	4
Cc1cc(C)n(/N=C/c2c[nH]c3ccccc23)c(=O)c1C#N
→ 6	13	1	1672	-0.019	.	-6	0.4	-4	2	6

# In a second layout: entries from further up.
Structure,PPARg SRC-1 ag,PPARg SRC3 recr,bIAP act,SRC2 TRFRET art,ROMK mod,S1P3 antagonist,TLR4-MyD88 BLA,DTT redox prof,Lmaj promast,bIAP inh,PPARg SRC2 recr
FC(F)(F)c1cccc(Cn2nnnc2-c2ccc(Cl)cc2)c1,3,8,0.5,1518,.,.,-11,-0.9,19,46,5
CCn1cc(CN2CCc3c([nH]c4ccccc34)C2c2ccc(F)c(OC)c2)c(C)n1 (stereo not given),-5,-3,1,1604,-0.2,7,-17,-0.1,42,-3,1

# Continued:
# Fields: PPARg SRC-1 ag	PPARg SRC3 recr	bIAP act	SRC2 TRFRET art	ROMK mod	S1P3 antagonist	TLR4-MyD88 BLA	DTT redox prof	Lmaj promast	bIAP inh	PPARg SRC2 recr
COc1ccc(CCNC(=O)c2ccc(CS(=O)(=O)c3ccc(Cl)cc3)o2)cc1OC
→ 0	0	1	1450	.	.	-3	3.1	21	-2	-3
Cc1ccc2c(c1)C1CN(C)CCC1N2CC(=O)N(C)c1ccccc1 (stereo not given)
→ 2	-1	0.8	1513	.	-38	9	-2.6	14	15	3
COc1ccc(NC(=S)N2CCN(C/C=C/c3ccccc3)CC2)cc1
→ 2	8	0.9	1526	.	-3	-4	0.3	86*	6	10
COc1ccc2[nH]c(C)c(C(=O)CN3CCN(C/C=C/c4ccccc4)CC3)c2c1
→ 0	-5	1	1499	.	.	6	-3.4	62*	-1	-6
COc1ccc(Cl)cc1NC(=S)N1CCCC1
→ 5	-3	1	1602	1.6	-32	2	-0.5	4	-3	8
O=C(COc1ccccc1)c1cn(CC(=O)N2CCCC2)c2ccccc12
→ 4	5	1	1772	-0.025	9	3	-0.2	2	3	4
NNc1nc(-c2ccccc2)nc2sc3c(c12)CCCC3
→ 8	-4	1.5	1467	.	-12	-1	1.0	17	-49	4
CCOc1ccccc1N(CC(=O)NC1CCCCC1)C(=O)c1nsc(Cl)c1Cl
→ -6	-5	1	1524	-2	-13	0	-0.4	26	4	-3
COC(=O)Cn1c(=NC(=O)C(C)C)sc2c(C)cc(C)cc21
→ 17	4	0.8	1555	.	.	-5	-2.3	5	16	3
Nc1nc(-c2ccccc2)cs1
→ 4	8	0.9	1610	-0.6	.	-11	-0.1	-4	9	11
O=C(CC1SC(N2CCCCC2)=NC1=O)Nc1cccc(C(F)(F)F)c1 (stereo not given)
→ -4	-4	1	1566	.	.	2	1.3	-1	2	-3
CC(=C\c1ccco1)/C=C(\C#N)C(=O)NCCc1c[nH]c2ccccc12
→ 4	5	0.6	1534	.	-5	-4	0.8	37	42	-1
O=C(NN=C1CCCC1)c1cc(-c2ccc(F)cc2)nc2ccccc12
→ 2	-2	0.9	1663	-0.65	-7	3	-0.1	1	10	11
N#Cc1nc(-c2ccc(OCc3ccccc3)cc2)oc1NCCCN1CCOCC1
→ 0	10	1	1550	0.56	-10	11	0.4	40	-1	-2
CCOc1cc(-c2noc(CCC(=O)N3CCOCC3)n2)ccc1OC
→ -1	4	1	1517	.	-26	-10	-0.2	5	0	-2
CCOC(=O)N1CCN(C(=O)c2cnsn2)CC1
→ -2	2	1	1804	.	-52	-11	2.9	-8	4	2
O=C(Cc1ccccc1Cl)NCCCn1ccnc1
→ 2	4	0.8	1532	.	1	-7	-0.3	62*	21	-4
CC(C)c1nc(SCC(=O)Nc2ccc3c(c2)OCCO3)c2c(=O)n(C)c(=O)n(C)c2n1
→ 6	17	0.9	1555	.	24	-17	-0.2	-5	8	7
COc1ccc(CNc2ncnc(N)n2)cc1
→ 0	3	0.9	1536	1.3	.	-12	0.6	-2	11	-10
CCOC(=O)c1c(-c2cccc3ccccc23)csc1NC(=O)C1C2CCC(O2)C1C(=O)O (stereo not given)
→ -4	-2	1.1	1400	.	8	-5	0.2	-1	-8	-9
CCO[C@@H]1OC(C(=O)N2CCOCC2)=C[C@H](C2CC2)[C@H]1CCCO
→ -4	-4	1.1	1331	.	-20	7	0.4	2	-10	-2
C=CCc1cc(Cl)ccc1OCCNCCN1CCOCC1
→ 3	3	1.1	1653	.	-11	15	-1.1	95*	-7	8
Cc1nn(C(C)C(=O)NCc2ccccc2Cl)c(=O)c2c1sc1ccccc12 (stereo not given)
→ -4	-1	0.6	1628	-1.1	.	5	0.3	2	36	3
COc1ccc(Cl)cc1C(=O)NCCc1ccc(S(=O)(=O)NC(=O)NC2CCCCC2)cc1
→ 3	-3	0.9	1436	.	11	-6	0.1	-1	9	1

# Just DTT redox prof and bIAP act, for some of the entries so far:
compound	DTT redox prof	bIAP act
CCOC(=O)c1c(-c2cccc3ccccc23)csc1NC(=O)C1C2CCC(O2)C1C(=O)O (stereo not given)	0.2	1.1
O=C(Nc1ccc(Cl)cn1)c1ccccc1[N+](=O)[O-]	0.0	0.9

# Given with each value named: part of the list above
SMILES: COC(=O)Cn1c(=NC(=O)C(C)C)sc2c(C)cc(C)cc21
  PPARg SRC-1 ag = 17 | PPARg SRC3 recr = 4 | bIAP act = 0.8 | SRC2 TRFRET art = 1555 | ROMK mod = . | S1P3 antagonist = . | TLR4-MyD88 BLA = -5 | DTT redox prof = -2.3 | Lmaj promast = 5 | bIAP inh = 16 | PPARg SRC2 recr = 3

SMILES: Nc1nc(-c2ccccc2)cs1
  PPARg SRC-1 ag = 4 | PPARg SRC3 recr = 8 | bIAP act = 0.9 | SRC2 TRFRET art = 1610 | ROMK mod = -0.6 | S1P3 antagonist = . | TLR4-MyD88 BLA = -11 | DTT redox prof = -0.1 | Lmaj promast = -4 | bIAP inh = 9 | PPARg SRC2 recr = 11
